Screening data as filed in PubChem BioAssay.
EPAC2 agonist – EPAC2 (human) agonism. Q8WZA2. EPAC2 activation, biochemical qHTS; response scale: 100% = 6.5 mM cAMP response. Potency, µM (doses to about 154 µM), inactives show at the top dose activation, most hits filed as activators. actives 0.079% (n = 360,000); further: potency means the concentration at half of the fitted maximal effect; nearly all actives have a fitted effect of over 50% in size
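Setup: EPAC2 100 nM, labeled Rap1B complex 250 nM, free GDP 50 uM. Compound titrations pinned in, brief spin, 5 min room temperature incubation. Kinetic fluorescence read over 30 min, normalized to 6.5 mM cAMP.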
Mm-Cpn inhibitor – M. maripaludis TRiC chaperonin inhibition. purified Mm-Cpn ATPase, ADP Transcreener TR-FRET. Potency, µM (highest dose often 76.9 µM), for the others: at the highest dose activity, negative = inhibition, hits mostly inhibitors. actives 0.031% (n = 330,000). AID 504842; further: potency means the concentration at half of the fitted maximal effect; on the % scale 0 is the no-effect control and ±100 the full control effect; nearly all actives have a fitted effect of over 80% in size
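Purified archaeal Mm-CPN (25nM final) preincubated 10 min at 37degC with compound, then 10uM ATP for 30 min at 37degC; ADP measured by HTRF Transcreener TR-FRET; buffer 30 mM TRIS pH 7.4, 100mM KCl, 5mM MgCl2, 1mM DTT.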
PTHR1 ag – activates the human parathyroid hormone receptor PTHR1. HEK293 GP2 PTHR1 cells, GloSensor cAMP luminescence, 1 h. Potency, µM (series often up to 115 µM), without a hit: top-dose activation, actives largely listed as activators. actives 0.075% (n = 410,000). AID 743266; further: potency means the concentration at half of the fitted maximal effect; nearly all actives have a fitted effect of over 55% in size; some results filed as inactive show a strong effect at the top dose; inactives centre near -15; many of its hits are not listed in these tables
Target sequence (Q03431 whole entry, looked up): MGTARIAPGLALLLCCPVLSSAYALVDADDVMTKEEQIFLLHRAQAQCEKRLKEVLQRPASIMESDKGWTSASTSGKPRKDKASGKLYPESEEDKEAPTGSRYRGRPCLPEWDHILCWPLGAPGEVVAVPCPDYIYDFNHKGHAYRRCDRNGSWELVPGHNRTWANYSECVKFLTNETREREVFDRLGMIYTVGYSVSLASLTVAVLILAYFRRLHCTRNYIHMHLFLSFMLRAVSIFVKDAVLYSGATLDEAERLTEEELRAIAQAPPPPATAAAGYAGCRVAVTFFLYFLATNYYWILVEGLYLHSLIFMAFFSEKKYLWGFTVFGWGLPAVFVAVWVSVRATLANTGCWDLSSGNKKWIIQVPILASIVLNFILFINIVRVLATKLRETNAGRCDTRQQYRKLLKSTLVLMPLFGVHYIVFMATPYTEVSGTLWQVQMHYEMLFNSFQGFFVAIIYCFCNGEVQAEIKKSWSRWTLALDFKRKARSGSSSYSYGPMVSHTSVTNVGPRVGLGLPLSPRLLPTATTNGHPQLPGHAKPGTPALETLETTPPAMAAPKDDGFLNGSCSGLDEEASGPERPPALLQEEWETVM
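HEK-293-derived GP2 cells expressing PTHR1 and a GloSensor cAMP reporter, 3,000/well, plated overnight, given luciferin plus IBMX (each 0.5 mM as added) for 1 h at 37 °C, then compound for 1 h at 37 °C. Luminescence was read after 15 min at room temperature.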
EPAC2 antagonist – EPAC2 (human) antagonism; actives 0.18% (n = 360,000); Potency, µM (series often up to 114 µM), for inactives: top-dose activity, negative = inhibition, hits mostly inhibitors; EPAC2 GEF exchange of Rap1B-BODIPY-GDP, fluorescence; Q8WZA2; further: potency means the concentration at half of the fitted maximal effect; on the % scale 0 is the no-effect control and ±100 the full control effect; nearly all actives have a fitted effect of over 45% in size; many of its hits are not listed in these tables
CCT modulator – changes cytosolic chaperonin activity. purified chaperonin ATPase assay, HTRF ADP detection, 30 min. activity change, % (test concentration not listed), hits read low. actives 0.3% (n = 360,000). AID 651819; in the data active means activity change below about -30%; further: on the % scale 0 is the no-effect control and ±100 the full control effect
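First, chaperonin was dispensed at 40 nM or 20 nM final depending on batch activity. Next, compounds were pinned at 76 uM and ATP added at 10 uM. After 30 min at 37 °C, ADP detection reagents ran 30 min at ambient temperature.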
D3 ag – activates the human D3 dopamine receptor; max activation, %; actives 0.58% (n = 410,000); D3R DiscoveRx beta-arrestin cells, luminescence, 90 min; AID 652048; in the data active means max activation above about 30%; further: 0% is about no effect; mostly tested at two doses, the higher about 12 µM
Target sequence (P35462 whole entry, looked up): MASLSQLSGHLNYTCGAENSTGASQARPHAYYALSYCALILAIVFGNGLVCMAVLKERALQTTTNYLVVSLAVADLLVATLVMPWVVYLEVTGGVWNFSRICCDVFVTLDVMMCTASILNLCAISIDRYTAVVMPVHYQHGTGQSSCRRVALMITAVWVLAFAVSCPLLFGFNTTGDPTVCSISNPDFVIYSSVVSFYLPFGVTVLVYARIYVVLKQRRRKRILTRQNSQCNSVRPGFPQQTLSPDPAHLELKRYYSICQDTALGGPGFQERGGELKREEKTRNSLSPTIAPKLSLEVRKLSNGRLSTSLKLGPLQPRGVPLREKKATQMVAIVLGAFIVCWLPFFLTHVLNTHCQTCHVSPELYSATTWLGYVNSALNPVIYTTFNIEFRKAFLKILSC
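Agonist-mode cell screen: cells plated at 1500/well and incubated overnight at 37 °C, then exposed to library compounds for 90 min at 37 °C. Detection reagent was added for 30–60 min at room temperature, and luminescence was read.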
Akt phos inh – blocks phosphorylation of Akt; Neuro2A IGF-stimulated pAkt S473 HTRF, 20 min; hits give low values; activity change, % for hits at 50 µM; actives 0.32% (n = 360,000); AID 651550; in the data active means activity change below about -80%; inconclusive means mostly about -51% to -80%; further: on the % scale 0 is the no-effect control and ±100 the full control effect
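Neuro2A cells (4,500/well, DMEM with 0.5% FBS) were treated with compound at a single 50 µM final concentration, stimulated with 6 nM IGF for 20 min at 37 °C, and lysed. Phospho-Akt Ser473 was read by HTRF as 665/615 ratio ×10^4.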
D3 antag – blocks the human D3 dopamine receptor; P35462; D3R cells, DiscoveRx beta-arrestin luminescence, antagonist mode; hits give low values; max response, negative = inhibition, %; actives 2.5% (n = 360,000); AID 652054; in the data active means max response below about -50%; inconclusive means no clear call, values can overlap the other calls; further: on the % scale 0 is the no-effect control and ±100 the full control effect; mostly tested at two doses, the higher about 12 µM
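Cells plated overnight at 1500 cells/well, then exposed to library compounds with dopamine controls for 90 minutes at 37 degrees C. DiscoveRx reagent added for 30–60 minutes at room temperature; luminescence read, quantitative HTS format.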
* hit, by the source's call; i = inactive; ? = inconclusive; nt = no result given; & = joins results of further samples; [ ] = remark or other dose. Unless noted, the call rests on the fitted dose curve; in most records, active means well fitted curve in the direction sought with a large enough effect; inconclusive means small, poorly fitted or top-dose-only effect, or another doubt; inactive means no such curve, though single readings can be large; an effect the other way counts as inactive or inconclusive. A portion of the library; rates above refer to the full screens.

SMILES	EPAC2 agonist	Mm-Cpn inhibitor	PTHR1 ag	EPAC2 antagonist	CCT modulator	D3 ag	Akt phos inh	D3 antag
O=C(O)C(Cc1cc(Cl)ccc1Cl)Sc1nc2ccccc2[nH]1 (stereo not given)	6%	-4%	i	-7%	-0.1	7	i	16
O=C(COC(=O)c1cccc(S(=O)(=O)N2CCCCC2)c1)NC1CCCc2ccccc21 (stereo not given)	10%	1%	i	-3%	-0.8	-2	i	6
COc1cc(/C=N/NC(=O)C2=NNC(=O)C2C)ccc1O (stereo not given)	-3%	-22%	i	4%	-2.3	5	i	7
CCCc1cc(=O)[nH]c(Nc2ccc(N3CCCCC3)cc2)n1	6%	0%	-21%	12%	-0.6	-1	i	31
COc1ccc(NC(=O)Cn2c(=O)n(CC(=O)NCc3ccco3)c(=O)c3ccccc32)cc1	1%	2%	?	-8%	-1.2	1	i	-6
O=C(NC1C2CC3CC(C2)CC1C3)c1ccc(N2CCNCC2)c([N+](=O)[O-])c1 (stereo not given)	4%	0%	0%	3%	-3.8	-3	i	0
Cc1sc2ncn(CC(=O)N3CCN(c4ccccc4F)CC3)c(=O)c2c1S(=O)(=O)N1CCOCC1	11%	0%	i	-4%	-2.2	-5	i	-5
CCOc1ccccc1N1C(=O)c2ccc(S(=O)(=O)c3ccc(C(=O)O)cc3)cc2C1=O	1%	1%	-13%	-2%	-2.5	2	i	-1
CCC(CC)C(=O)N(C)c1c(C)nc2c(OCCC3CCCCC3)cccn12	11%	nt	11%	-7%	-0.6	-15	i	-50*
COCC(=O)n1nc(NCc2ccc(OC)cc2)nc1NCc1ccc(OC)cc1	-1%	-1%	-7%	-7%	0.9	0	i	4
COc1cccc(NS(=O)(=O)CC23CCC(CC2=O)C3(C)C)c1 (stereo not given)	7%	-3%	-19%	-16%	0.0	1	i	-1
COc1ccc(C2CC(c3cccs3)Nc3nnnn32)cc1 (stereo not given)	11%	-2%	0%	3%	0.7	-9	i	-1
O=C(Cn1cccc1C(=O)c1ccccc1)NCCN1CCCCCC1	?	-1%	i	-3%	2.3	-23	nt	?
O=C(CCc1nnc2ccc(N3CCCCC3)nn12)NCC1CCN(Cc2ccc(F)cc2)CC1	12%	-2%	i	6%	-1.7	-6	i	-3
Cc1csc(SCC(=O)NC23CC4CC(CC(C4)C2)C3)n1	?	0%	i	2%	-0.8	8	nt	30

12 compounds already listed, ordered by SMILES length, lowest first:
SMILES	EPAC2 agonist	Mm-Cpn inhibitor	PTHR1 ag	EPAC2 antagonist	CCT modulator	D3 ag	Akt phos inh	D3 antag
COc1ccc(C2CC(c3cccs3)Nc3nnnn32)cc1 (stereo not given)	11%	-2%	0%	3%	0.7	-9	i	-1
COc1cc(/C=N/NC(=O)C2=NNC(=O)C2C)ccc1O (stereo not given)	-3%	-22%	i	4%	-2.3	5	i	7
Cc1csc(SCC(=O)NC23CC4CC(CC(C4)C2)C3)n1	?	0%	i	2%	-0.8	8	nt	30
CCCc1cc(=O)[nH]c(Nc2ccc(N3CCCCC3)cc2)n1	6%	0%	-21%	12%	-0.6	-1	i	31
O=C(O)C(Cc1cc(Cl)ccc1Cl)Sc1nc2ccccc2[nH]1 (stereo not given)	6%	-4%	i	-7%	-0.1	7	i	16
COc1cccc(NS(=O)(=O)CC23CCC(CC2=O)C3(C)C)c1 (stereo not given)	7%	-3%	-19%	-16%	0.0	1	i	-1
COCC(=O)n1nc(NCc2ccc(OC)cc2)nc1NCc1ccc(OC)cc1	-1%	-1%	-7%	-7%	0.9	0	i	4
O=C(COC(=O)c1cccc(S(=O)(=O)N2CCCCC2)c1)NC1CCCc2ccccc21 (stereo not given)	10%	1%	i	-3%	-0.8	-2	i	6
O=C(NC1C2CC3CC(C2)CC1C3)c1ccc(N2CCNCC2)c([N+](=O)[O-])c1 (stereo not given)	4%	0%	0%	3%	-3.8	-3	i	0
CCOc1ccccc1N1C(=O)c2ccc(S(=O)(=O)c3ccc(C(=O)O)cc3)cc2C1=O	1%	1%	-13%	-2%	-2.5	2	i	-1
COc1ccc(NC(=O)Cn2c(=O)n(CC(=O)NCc3ccco3)c(=O)c3ccccc32)cc1	1%	2%	?	-8%	-1.2	1	i	-6
Cc1sc2ncn(CC(=O)N3CCN(c4ccccc4F)CC3)c(=O)c2c1S(=O)(=O)N1CCOCC1	11%	0%	i	-4%	-2.2	-5	i	-5

The list goes on:
SMILES	EPAC2 agonist	Mm-Cpn inhibitor	PTHR1 ag	EPAC2 antagonist	CCT modulator	D3 ag	Akt phos inh	D3 antag
COc1ccc(S(=O)(=O)Nc2ccc(S(=O)(=O)N3CCOCC3)cc2)cc1	14%	0%	-24%	2%	-0.8	-2	i	-3
CCOc1ccc(NC(=O)CN(C)C(=O)c2cc(-c3ccc(OC)cc3)nc3ccccc23)cc1OCC	-1%	-4%	-10%	-2%	-1.4	13	i	40
Cc1ccc(S(=O)(=O)NC(CC(C)C)C(=O)NCC(C)(C)N2CCOCC2)cc1 (stereo not given)	7%	0%	i	-2%	-5.1	-2	i	-15
CC(NS(=O)(=O)c1ccc(OCC(=O)N2CCOCC2)cc1)c1ccccc1 (stereo not given)	-3%	0%	-25%[57.5 µM]	-11%	-0.9	10	i	-24
Cc1cc(N2CCOCC2)nc2ccc(NC(=S)NCCN(C)C)cc12	-9%	0%	-23%	7%	1.5	1	i	-6
COc1cc2oc(=O)c3c(c2cc1OCC(=O)c1c(C)n(C)c2ccccc12)CCCC3	-3%	-16%	i	-1%	0.5	3	i	-6
O=C1CC(c2c(F)cccc2Cl)C2=C(COC2=O)N1 (stereo not given)	5%	4%	i	-7%	-1.2	4	i	1
COc1cccc(OCC(=O)NNC(=O)CCc2ccccc2)c1	-1%	?	i	-2%	-3.5	15	i	10
CC(=O)N1CCN(C(=O)c2cccc(S(=O)(=O)NCc3ccccc3)c2)CC1	14%	-15%	-22%	-6%	-1.8	-5	i	-25
Cc1csc(NC(=O)C(NS(=O)(=O)c2ccc(Br)s2)c2ccccc2)n1 (stereo not given)	-9%	3%	i	3%	-0.4	-3	i	?
CSc1nsc(NC(=O)Cc2ccccc2)n1	8%	-3%	i	0%	-2.3	1	i	7
Cn1c(CNC(=O)CNC(=O)c2ccccc2F)cc(=O)n(C)c1=O	11%	1%	-10%	-2%	-2.0	1	i	-12
COC(=O)[C@@H]1C2CCC(C(=O)Nc3ccccc3)(CC2)[C@@H]1C(=O)OC	13%	-5%	i	0%	-2.3	-3	i	-4
Cc1oc(S(=O)(=O)N2CCCCC2)cc1NC(=O)Nc1ccccc1	7%	-1%	i	0%	-3.3	5	i	11
Cc1nc(-c2ccccc2)sc1C(=O)CSc1ccc(F)cc1	9%	?	-13%[57.5 µM]	3%	1.1	2	i	-3

Part of the list above in order of molecular weight, highest first.
SMILES	EPAC2 agonist	Mm-Cpn inhibitor	PTHR1 ag	EPAC2 antagonist	CCT modulator	D3 ag	Akt phos inh	D3 antag
Cc1csc(NC(=O)C(NS(=O)(=O)c2ccc(Br)s2)c2ccccc2)n1 (stereo not given)	-9%	3%	i	3%	-0.4	-3	i	?
CC(NS(=O)(=O)c1ccc(OCC(=O)N2CCOCC2)cc1)c1ccccc1 (stereo not given)	-3%	0%	-25%[57.5 µM]	-11%	-0.9	10	i	-24
CC(=O)N1CCN(C(=O)c2cccc(S(=O)(=O)NCc3ccccc3)c2)CC1	14%	-15%	-22%	-6%	-1.8	-5	i	-25

Following part.
SMILES	EPAC2 agonist	Mm-Cpn inhibitor	PTHR1 ag	EPAC2 antagonist	CCT modulator	D3 ag	Akt phos inh	D3 antag
COc1cc(NC(=O)C(=O)NCCN2CCNCC2)c(OC)cc1Cl	5%	-2%	i	10%	0.0	-2	i	7
CC(NC(=O)c1cc(COc2ccc(-n3cncn3)cc2)on1)c1ccc(F)cc1 (stereo not given)	17%	nt	-16%	-6%	1.9	2	i	0
CCN(CC(=O)Nc1ccc(NC(C)=O)cc1)C(=O)c1cc2c(s1)CCCC2	2%	0%	i	-8%	3.7	4	i	11
CCn1nnnc1Oc1ccc(Cl)cc1	7%	?	-7%[57.5 µM]	1%	-1.5	-5	i	14
C[N+]1(CCOC(=O)C2(c3ccccc3)CCCC2)CCCCC1	-3%	-6%	-9%	0%	-0.1	2	i	-15
Cn1c(SCc2cccnc2)nnc1-c1c[nH]c2ccccc12	8%	0%	-18%	-10%	-0.6	2	i	1
CCOC(=O)C1=C(COC(=O)CCc2ccc(F)cc2)NC(=O)NC1C (stereo not given)	-15%	0%	-21%	-6%	-1.0	-4	i	0
O=C(NN1C(=O)C2CCCCC2C1=O)c1ccco1 (stereo not given)	6%	4%	i	0%	-0.3	12	i	10
O=C(NCc1ccccc1)c1ccc(Cl)c(NC2=NC3CS(=O)(=O)CC3S2)c1 (stereo not given)	3%	-4%	-10%	-5%	0.1	1	i	-13
CC(C)C(NC(=O)c1ccco1)C(=O)OCC(=O)N1CC(=O)Nc2ccccc21 (stereo not given)	1%	-7%	i	12%	-7.9	0	i	28
Nc1ccncc1N	6%	2%	?	-10%	-2.0	-20&-3	nt	0
CN1CCCN(C(=O)c2ccc(Cl)c(S(=O)(=O)N(C)c3ccccc3)c2)CC1	10%	0%	i	2%	0.0	-8	i	-11
CCOC(=O)Cc1csc(NC(=O)c2cccc(N3C(=O)CCC3=O)c2)n1	6%	1%	?	5%	-2.1	-18	i	-8
O=C(O)CC1(CC(=O)NCc2ccc(C(F)(F)F)cc2)CCCCC1	-1%	1%	i	1%	1.7	6	i	21
COc1cc(C(=O)NNC(=O)c2cc(C)[nH]n2)cc(OC)c1OC	5%	-1%	-1%	20%	2.0	3	i	-6
CCN(Cc1ccccc1)S(=O)(=O)c1ccc(C(=O)N(CCCN(C)C)c2nc3c(F)cccc3s2)cc1	6%	1%	-30%[inhibitor]	-2%	2.1	-2	i	-7
